Source: PubChem BioAssay
Integrin act MD – activators of alpha7 integrin expression for muscular dystrophy; Potency, µM (doses to about 38.3 µM), for inactives: at the highest dose activation, hits mostly activators; alpha7betagal myoblasts, beta-gal FDG fluorescence, 48 h; actives 0.064% (n = 350,000);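 also: potency is read from the fitted curve at half-maximal effect; 100% = response of the positive control SU9516; nearly all actives have a fitted effect of over 60% in size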
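Alpha7betagal+/- myoblasts (passage 13) were plated 16-24 hr, then exposed to compounds (1:260 dilution of DMSO stock) for 48 hours at 37C. After MPER lysis, β-galactosidase reporter activity was read as FDG fluorescence (ex 480/em 540) after 30 minutes.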
Tb PFK inh – T. brucei PFK enzyme inhibition. Potency, µM (top dose mostly 57.5 µM), for the others: top-dose activity, negative = inhibition, hits mostly inhibitors. O15648. T. brucei PFK, ADP-Glo luminescence. AID 485367. actives 0.17% (n = 330,000);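 also: potency is read from the fitted curve at half-maximal effect; 0% = uninhibited 1x PFK enzyme wells and -100% = no-enzyme wells; nearly all actives have a fitted effect of over 60% in size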
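ADP-Glo luminescence quantified ADP after 45 min at room temperature, with 1.25 nM T. brucei PFK, 0.1 mM ATP and 0.5 mM fructose-6-phosphate in pH 8.0 TEA buffer. qHTS titrations up to 57 µM; curves classified by quality.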
B2AR arrestin – agonists driving beta-arrestin recruitment to human beta2-adrenergic receptor. beta-arrestin recruitment to beta2AR, cell-based reporter. AID 492947. actives 0.02% (n = 330,000). Potency, µM (highest dose often 46.1 µM), for the others: at the highest dose activation, most hits filed as activators;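 also: potency is read from the fitted curve at half-maximal effect; 0% = DMSO controls and full agonism = EC100 isoproterenol or metaproterenol; nearly all actives have a fitted effect of over 65% in size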
Chronic BCR inh – chronic active BCR signaling inhibition; ABC-DLBCL IkBa-CBG/CBR reporter, luminescence ratio, 4 h; Potency, µM (titrated, usually from 46.1 µM), without a hit: top-dose ratio change, negative = lower green/red ratio, actives largely listed as inhibitors; actives 0.05% (n = 340,000); AID 493014; active = well fitted inhibition curve with a large enough effect in the signal ratio, with a control signal flat, not every such curve was filed as active; inconclusive = small, poorly fitted or top-dose-only effect, or effect the other way, or a change in a side signal; the % refers to the signal ratio;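 also: potency is read from the fitted curve at half-maximal effect; plate controls were basal doxycycline-induced cells for no effect and cells given 10 µM MG132 for full effect; MG132 reads +100%, hits lower the ratio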
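Cell line TMD8 (human ABC DLBCL), stably expressing tet-inducible CBG68-IkBa fusion and CBR; IMDM/0.5% FBS; cpd up to 46 uM; dox induction, 4 h, 37C/5% CO2; dual luminescence; green/red ratio; MG132 control.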
GALK inhibitor – galactokinase (human) inhibition | P51570 | Purified GALK, Kinase-Glo residual ATP luminescence | Potency, µM (series often up to 57.5 µM), without a hit: at the top dose activity change, negative = inhibition, hits mostly inhibitors | actives 0.007% (n = 270,000) | AID 1868; also: potency is read from the fitted curve at half-maximal effect; % is scaled to controls: 0 for no effect and ±100 for the full control effect
Target sequence (P51570 whole entry, looked up): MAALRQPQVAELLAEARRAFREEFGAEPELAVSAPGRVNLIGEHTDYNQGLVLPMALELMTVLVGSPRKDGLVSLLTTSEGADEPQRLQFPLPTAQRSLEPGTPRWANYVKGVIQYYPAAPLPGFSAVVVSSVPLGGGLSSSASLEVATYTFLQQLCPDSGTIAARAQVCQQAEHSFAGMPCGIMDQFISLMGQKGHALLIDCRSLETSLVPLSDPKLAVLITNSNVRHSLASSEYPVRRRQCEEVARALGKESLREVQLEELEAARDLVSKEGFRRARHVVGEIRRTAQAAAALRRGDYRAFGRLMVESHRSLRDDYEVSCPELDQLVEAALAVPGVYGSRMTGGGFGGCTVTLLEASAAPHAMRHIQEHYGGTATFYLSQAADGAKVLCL
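GALK at 5 nM final was combined with compound, 35 uM ATP and 100 uM galactose in HEPES pH8.0 with MgCl2 and DTT. The reaction ran one hour at room temperature before luminescent ATP detection.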
Coupling enz – counter-screen for Giardia aldolase inhibitors: coupling enzyme system; coupling enzyme system counterscreen, AmpLite Red fluorescence; activity change, negative = inhibition, % at 58.2 µM, hits read low; actives 0.67% (n = 290,000); AID 2472; in the data active = activity change below about -30%; also: % is scaled to controls: 0 for no effect and ±100 for the full control effect
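Counterscreen of the coupled detection system alone, without aldolase: glyceraldehyde-3-phosphate coupling enzymes plus AmpLite Red readout. Compounds at 57.5 uM final, 10 min RT preincubation, 20 min RT reaction, fluorescence 525/598 nm.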
ASM inhibitor – human S-ASM enzyme inhibition. actives 0.006% (n = 340,000). placental ASM, HMU-PC fluorogenic substrate, 60 min. P17405. Potency, µM (top dose mostly 57.5 µM), for the others: top-dose activity change, negative = inhibition, actives largely listed as inhibitors; also: potency is read from the fitted curve at half-maximal effect
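HMU-PC0 cleavage (9 uM final) by human placental ASM, 60 min at 37 °C following 10 min compound exposure at RT; stopped at pH 10, fluorescence Ex 386/Em 447 nm.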
Menin-MLL TR inh – displaces Texas Red mutant MLL peptide from human menin; actives 0.23% (n = 270,000); Menin + Texas Red MLL mutant peptide, fluorescence polarization; Potency, µM (series often up to 61.6 µM), inactives show top-dose FP activity change, negative = inhibition, usual class: inhibitors; O00255; active = well fitted inhibition curve with a large enough effect in the polarisation, with a control signal flat, not every such curve was filed as active; inconclusive = small, poorly fitted or top-dose-only effect, or effect the other way, or a change in a side signal; inactive = no such curve, though single readings can be large or run the other way; the % refers to the polarisation; also: potency is read from the fitted curve at half-maximal effect; % of control where 0% means no effect; many of its hits are not listed in these tables
Giardia kill – Giardia lamblia killing; Giardia lamblia trophozoite viability; activity change, % at 7.66 µM, hits read low; actives 0.15% (n = 340,000); in the data active = activity change below about -80%; inconclusive = between about -30% and that limit;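 also: parasites exposed to compound for two days anaerobically before the ATP read; % is scaled to controls: 0 for no effect and ±100 for the full control effect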
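Media and compound were dispensed first, then trophozoites at 100 cells/well; plates sat 48 hrs at 37 deg C without oxygen before ATP luminescence reagent was added and read after 15-30 min at room temperature.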
PKM2 activator – PKM2 (human) enzyme activation; Potency, µM (doses to about 57.5 µM), for inactives: at the top dose activation, actives largely listed as activators; purified PKM2, Kinase-Glo ATP luminescence, activation; response scale: 0% is enzyme alone, no compound; actives 0.34% (n = 260,000); also: potency is read from the fitted curve at half-maximal effect; % is scaled to controls: 0 for no effect and ±100 for the full control effect; nearly all actives have a fitted effect of over 55% in size
Target sequence (P14618 whole entry, looked up): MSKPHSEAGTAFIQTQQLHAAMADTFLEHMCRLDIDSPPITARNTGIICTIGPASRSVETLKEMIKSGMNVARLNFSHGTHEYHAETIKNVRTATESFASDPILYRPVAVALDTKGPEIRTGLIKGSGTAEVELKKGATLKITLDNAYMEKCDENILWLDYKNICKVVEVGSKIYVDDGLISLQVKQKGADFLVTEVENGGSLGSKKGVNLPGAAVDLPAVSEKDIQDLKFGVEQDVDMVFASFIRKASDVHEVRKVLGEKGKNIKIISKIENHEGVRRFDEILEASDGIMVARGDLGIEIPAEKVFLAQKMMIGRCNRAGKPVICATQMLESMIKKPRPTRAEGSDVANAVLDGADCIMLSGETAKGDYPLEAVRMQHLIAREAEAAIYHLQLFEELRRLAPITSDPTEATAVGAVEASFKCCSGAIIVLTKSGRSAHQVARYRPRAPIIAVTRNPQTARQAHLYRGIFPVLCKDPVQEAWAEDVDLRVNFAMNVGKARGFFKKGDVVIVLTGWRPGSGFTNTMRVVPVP
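Purified hPK-M2 (>95%) run at intermediate activity with 0.1 mM ADP and 0.5 mM PEP in 50 mM imidazole pH 7.2, KCl, MgCl2; 1 h room temperature. ATP formed read by Kinase-Glo luminescence; normalized to uninhibited and no-enzyme controls.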
TSG101-PTAP inh – blocks PTAP/TSG101 interaction to inhibit HIV-1 budding | Q99816 | Fluorescence polarization, FITC-PTAP peptide / Tsg101 binding | Potency, µM (highest dose often 115 µM), for inactives: top-dose activity change, negative = inhibition, actives largely listed as inhibitors | 340,000 tested, under 10 active; active = well fitted inhibition curve with a large enough effect in the main read-out, with a control signal flat, not every such curve was filed as active; inconclusive = small, poorly fitted or top-dose-only effect, or effect the other way, or a change in a side signal; inactive = no such curve, though single readings can be large or run the other way; also: potency is read from the fitted curve at half-maximal effect; % of control where 0% means no effect
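Fluorescence polarization binding of Tsg101 binding domain (10 uM final) to FITC-labeled PTAP peptide (50 nM final) in HEPES pH 7.5 buffer with NaCl, Tween 20, EDTA, TCEP. Compounds added before peptide; binding 20 min at RT.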
* = called active by the depositor; ? = inconclusive; . = no result given; [ ] = another dose, or the depositor's remark. Unless noted, calls follow the shape of the dose curve; as a rule, active = well fitted curve in the direction sought with a large enough effect; inconclusive = small, poorly fitted or top-dose-only effect, or another doubt; inactive = no such curve, though single readings can be large; an effect the other way counts as inactive or inconclusive.

SMILES	Integrin act MD	Tb PFK inh	B2AR arrestin	Chronic BCR inh	GALK inhibitor	Coupling enz	ASM inhibitor	Menin-MLL TR inh	Giardia kill	PKM2 activator	TSG101-PTAP inh
O=C(c1cnccn1)N(Cc1cccs1)C1(C(=O)NC2CCCCC2)CCCCC1	1%	8%	-1.6%	11%	-2%	-1	5%	-16%	3	0%	-5%
Cc1c(C(=O)NC(=S)Nc2ccccc2N2CCCC2)cccc1[N+](=O)[O-]	-21%	2%	-0.2%	11%	0%	-3	-8%	7%	-13	-2%	-1%
CCOCCCN1CN(S(=O)(=O)c2ccc(Cl)cc2)c2nc3ccccc3nc21	16%	2%	-0.4%	21%	2%	0	-1%	-3%	18	3%	0%
O=C(NCc1ccccc1)C(c1cccs1)N(Cc1cccs1)C(=O)c1cnccn1 (stereo unspecified)	13%	-2%	-0.3%	12%	-1%	-1	0%	-22%	-2	1%	-1%
CC1(C)Cc2cccc(OCC(=O)Nc3ccc(S(N)(=O)=O)cc3)c2O1	0%	-11%	-0.9%	4%	.	.	1%	.	0	.	1%
Cc1cc2oc(C(=O)NCc3ccc(S(N)(=O)=O)cc3)c(C)c2cc1C	-19%	-1%	0.0%	-10%	0%	2	0%	-14%	17	-1%	-1%
COc1cnc(SC)nc1Nc1ccc(C#N)cc1	6%	1%	0.5%	5%	-2%	-2	0%	9%	22	0%	0%
CCCN(CCC)C(=O)Cc1ccc(F)cc1	2%	2%	0.0%	-2%	8%	3	7%	4%	1	0%	-2%
COC(=O)Cn1c(SCc2ccccc2)nc2ccccc21	10%	2%	-0.4%	2%	-1%	0	4%	-5%	26	6%	-3%
CCSc1nc2c(c(=O)[nH]1)C(c1ccncc1)C(C(=O)OC)=C(C)N2 (stereo unspecified)	-13%	0%	-0.3%	-1%	0%	0	0%	-11%	0	-4%	-6%
Cc1ccc(C(=O)NCC(=O)OC(C)C(=O)NC2CCCCC2C)cc1C (stereo unspecified)	25%	-9%	-0.1%	-5%	.	.	3%	.	-7	.	-6%
COc1ccc(OCC(=O)N(Cc2sccc2C)C2CCS(=O)(=O)C2)cc1 (stereo unspecified)	?	2%	0.5%	3%	-3%	.	0%	.	5	.	-3%
CC(CC(=O)NC1CCCCC1)S(=O)(=O)c1ccc2c(c1)CCN2C(=O)C1CC1 (stereo unspecified)	-1%	10%	-0.1%	8%	-6%	.	3%	.	8	.	-4%
O=C(CCNS(=O)(=O)c1ccc(Br)cc1)NCc1ccc(F)cc1	-1%	-3%	-0.6%	-3%	8%	1	-1%	18%	3	0%	-4%
O=C(c1ccccc1)N1CCN(C(=O)c2ccc3c(c2)OCO3)CC1	8%	-3%	0.5%	0%	15%	4	-2%[11.5 µM]	0%	1	-1%	-2%
CCCCN(Cc1ccccc1)S(=O)(=O)c1cc(Br)cc2c1N(C(C)=O)C(C)C2 (stereo unspecified)	-51%[inhibitor]	0%	-0.1%	11%	-4%	0	-12%	0%	-4	-4%	-12%
CCC1(c2ccccc2)NC(=O)N(CC(=O)N(C)CC(=O)Nc2c(C)cccc2C)C1=O (stereo unspecified)	8%	3%	-0.6%	1%	-8%	.	1%	.	9	-1%	-1%
CCC1(C)NC(=O)N(/N=C/c2ccc(C)s2)C1=O (stereo unspecified)	-1%	-3%	-0.3%	0%	2%	-1	-1%	23%	22	.	-3%
COc1ccc2oc(C(=O)OCC(=O)Nc3cc(S(=O)(=O)N4CCOCC4)ccc3C)c(C)c2c1	13%	-1%	-0.1%	?	.	.	-8%	.	36[activator]	.	-4%
Cc1ccccc1OCC(O)Cn1c(Br)nc2c1c(=O)[nH]c(=O)n2C (stereo unspecified)	4%	-1%	0.0%	?	1%	4	0%	1%	6	-2%	-4%

Arranged by formula weight (low to high): part of the list above
SMILES	Integrin act MD	Tb PFK inh	B2AR arrestin	Chronic BCR inh	GALK inhibitor	Coupling enz	ASM inhibitor	Menin-MLL TR inh	Giardia kill	PKM2 activator	TSG101-PTAP inh
CCCN(CCC)C(=O)Cc1ccc(F)cc1	2%	2%	0.0%	-2%	8%	3	7%	4%	1	0%	-2%
COc1cnc(SC)nc1Nc1ccc(C#N)cc1	6%	1%	0.5%	5%	-2%	-2	0%	9%	22	0%	0%
COC(=O)Cn1c(SCc2ccccc2)nc2ccccc21	10%	2%	-0.4%	2%	-1%	0	4%	-5%	26	6%	-3%
O=C(c1ccccc1)N1CCN(C(=O)c2ccc3c(c2)OCO3)CC1	8%	-3%	0.5%	0%	15%	4	-2%[11.5 µM]	0%	1	-1%	-2%
CC1(C)Cc2cccc(OCC(=O)Nc3ccc(S(N)(=O)=O)cc3)c2O1	0%	-11%	-0.9%	4%	.	.	1%	.	0	.	1%
Cc1ccccc1OCC(O)Cn1c(Br)nc2c1c(=O)[nH]c(=O)n2C (stereo unspecified)	4%	-1%	0.0%	?	1%	4	0%	1%	6	-2%	-4%
O=C(CCNS(=O)(=O)c1ccc(Br)cc1)NCc1ccc(F)cc1	-1%	-3%	-0.6%	-3%	8%	1	-1%	18%	3	0%	-4%
O=C(NCc1ccccc1)C(c1cccs1)N(Cc1cccs1)C(=O)c1cnccn1 (stereo unspecified)	13%	-2%	-0.3%	12%	-1%	-1	0%	-22%	-2	1%	-1%

Sorted by SMILES length (high to low): 3 of the compounds above.
SMILES	Integrin act MD	Tb PFK inh	B2AR arrestin	Chronic BCR inh	GALK inhibitor	Coupling enz	ASM inhibitor	Menin-MLL TR inh	Giardia kill	PKM2 activator	TSG101-PTAP inh
Cc1ccccc1OCC(O)Cn1c(Br)nc2c1c(=O)[nH]c(=O)n2C (stereo unspecified)	4%	-1%	0.0%	?	1%	4	0%	1%	6	-2%	-4%
O=C(CCNS(=O)(=O)c1ccc(Br)cc1)NCc1ccc(F)cc1	-1%	-3%	-0.6%	-3%	8%	1	-1%	18%	3	0%	-4%
COc1cnc(SC)nc1Nc1ccc(C#N)cc1	6%	1%	0.5%	5%	-2%	-2	0%	9%	22	0%	0%

Only part of the results is shown. The share of hits here may be higher or lower than overall.
